Assay outcomes deposited in PubChem by Sanford-Burnham Center for Chemical Genomics.
Hsp70 inhibitors = Hsp70 inhibitors, probe displacement, primary screen, biochemical, fluorescence polarization (AID 583); Heat shock 70 kDa protein 1A (Homo sapiens); Hsp70 fluorescence polarization probe displacement, mP; higher % means a stronger effect; displacement, % at 20 µM, or IC50 in µM where a hit was titrated; actives 0.06% (n = 140,000); in the data active = displacement above about 50%;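 also: plate controls were vehicle for no effect and reference ligand for full effect; a part of the inactive calls stands beside numbers as strong as those of hits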
Rat MKP-3 inhibitors = MKP-3 phosphatase inhibitors, primary screen, biochemical, rat enzyme, in vitro (AID 425) | recombinant MKP-3 phosphatase activity, fluorescence; higher % means a stronger effect | one-dose inhibition, % at 20 µM; IC50 in µM for titrated hits | actives 0.17% (n = 110,000); in the data active = inhibition above about 50%;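 also: plate controls were vehicle for no effect and reference inhibitor for full effect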
Numbers without * were called inactive; . = no result given; & = joins results of further samples. An excerpt (hit frequency here may not be typical).

Every second line gives: Hsp70 inhibitors	Rat MKP-3 inhibitors
CCOc1ccc(C2C3(OC(c4ccc(Cl)cc4)C24C(=O)c2ccccc2C4=O)C(=O)c2ccccc2C3=O)cc1 (stereo not drawn)
    -2.5%	3%
O=C(Nc1ccc(S(=O)(=O)NCCc2ccccc2)cc1)c1ccco1
    5.0%	-4%
O=C(CN(c1ccc(Cl)c(C(F)(F)F)c1)S(=O)(=O)c1ccccc1)N1CCOCC1
    1.0%&-0.6%	-16%&3%
Cc1ccc(S(=O)(=O)N2CCCCC2C(=O)N2CCN(Cc3ccccc3)CC2)cc1 (stereo not drawn)
    4.1%	-2%
Cn1nc(-c2ccc(Cl)cc2)c2cc(C(=O)N3CCOCC3)sc21
    3.5%	-2%
COc1ccc(N=c2scc(-c3ccc(OC)cc3)n2CCO)cc1
    -4.5%	.
O=C1CSC(=S)N1CC1CCCO1 (stereo not drawn)
    3.6%	-2%
CCCC(=O)Nc1ccc(NC(=O)c2ccccc2OC)cc1
    1.8%	5%
CCc1nnc(NC(=O)CSc2nnc(-c3cccnc3)n2CCc2ccccc2)s1
    1.2%	-4%
CCOCCn1c(CN2CCN(CCO)CC2)nc2c1c(=O)n(C)c(=O)n2C
    .	-5%
N/C(Cc1cccc2ccccc12)=N\OC(=O)c1ccco1
    4.3%	-3%
Cn1c(=O)[nH]c(=O)c2c1nc(NC1CCCCC1)n2Cc1ccccc1
    2.9%	-7%
Cc1cccn2c(=O)c3cc(C(=O)N4CCN(c5ccccc5)CC4)n(C)c3nc12
    1.4%	-5%
CCn1c(CSc2nnc3ccccn23)nc2cc(C(=O)O)ccc21
    14%	-3%
O=C(NCCN1CCOCC1)c1ccc(Cl)c(S(=O)(=O)N2CCCCCC2)c1
    6.5%	13%
CCOC(=O)C1=C(c2ccccc2)N=c2s/c(=C\c3ccc(O)c(OC)c3)c(=O)n2C1c1ccc(OC)cc1 (stereo not drawn)
    -0.8%	4%
CC1(c2cnc(Nc3ccccc3)s2)CCC(=O)O1 (stereo not drawn)
    -0.9%	14%
Cc1ccc(SCCNS(=O)(=O)c2ccc(F)cc2)cc1
    -1.2%	-6%
CCCS(=O)(=O)n1nc(-c2ccc(Br)cc2)cc1N
    6.5%	-1%
Cc1ccc(C)c(Oc2nnnn2-c2ccccc2)c1
    0.2%	-4%
CCCOC(=O)CC1C(=O)NCCN1Cc1ccccc1C (stereo not drawn)
    -4.0%	-8%
COc1ccc(C)cc1NC(=O)c1cnc2sccn2c1=O
    -4.0%	-2%
CN(C)c1nc(Oc2ccc(=O)n(-c3ccccc3)n2)nc(N2CCOCC2)n1
    0.1%	-9%
Cc1nc2n(n1)C(c1ccccc1)C1=C(CC(c3ccco3)CC1=O)N2 (stereo not drawn)
    -1.8%	-5%
CS(=O)(=O)N1CCN(Cc2ccc(Br)cc2)CC1
    -0.7%	5%
O=c1c2ccccc2n(Cc2ccccc2F)c(=O)n1Cc1ccccc1F
    -1.0%	.
CCOCC(=O)N1CCCC(C(=O)OCC)C1 (stereo not drawn)
    3.5%	-9%
CC1CN(C)C(C)CC1NCc1ccccc1 (stereo not drawn)
    -2.9%	7%
Cc1csc(SCc2nnc(-c3ccccc3Br)o2)n1
    -5.9%	0%
COc1ccccc1NC(=O)CSc1nnc(-c2ccoc2C)n1CCc1ccccc1
    8.3%	2%
CN(C)CCNc1ncnc2c1cnn2-c1ccccc1
    3.7%	-1%
COc1ccc(-c2ccc(C(=S)N3CCN(C(C)=O)CC3)o2)cc1
    1.0%	-5%
COc1ccccc1-c1nnc2sc(-c3cc4ccccc4o3)nn12
    -2.7%	-4%
O=C(CSc1nc(-c2ccccc2)cc(C(F)(F)F)n1)NCCN1CCOCC1
    0.5%	-1%
Cc1ccc(-c2nnc(N3CCN(C(=O)COc4ccccc4)CC3)c3ccccc23)cc1
    -4.8%	.
O=C(CN1C(=O)C2(OCCO2)c2ccccc21)c1ccccc1
    5.9%	-1%
Cc1ccc(C(=O)Nc2ccccc2C(=O)NCCCC(=O)O)cc1
    4.4%	-5%
Cn1c(SCc2ccc(C#N)cc2Cl)nc2ccccc21
    3.8%	-4%
Cn1c(N)c(C#N)c2c(c1=S)COC(C)(C)C2
    2.5%	.
O=C(Nc1cccc(C(=O)c2ccccc2)c1)c1ccc(Cl)cc1
    -2.3%	-3%
CCn1c(=NC(=O)CSCC(=O)Nc2nccs2)sc2ccccc21
    .	1%
COc1nc(Oc2ccc(=O)[nH]n2)nc(N2CCOCC2)n1
    2.5%	-12%
O=[N+]([O-])c1ccc(Oc2ccc(S(=O)(=O)N3CCN(c4ccccc4)CC3)cc2)cc1
    -3.1%	3%
O=C(Nc1ccccc1)N1CCCc2ccccc21
    -0.5%	.
Cc1ccc(C(=O)N2CCCCCC2)cc1Br
    2.5%	-5%
CCNC(=O)/C(C#N)=C/c1ccc(O)c(OCC)c1
    1.6%	1%
O=c1c2ccccc2c(/C=N/n2cnnc2)c(O)n1-c1ccccc1F
    10%	-3%
CN(C)S(=O)(=O)N1CCN(c2ccccc2)CC1
    13%	.
Cc1ccc(C(C(=O)NC(C)(C)C)N(C(=O)c2csnn2)C2CC2)cc1 (stereo not drawn)
    3.4%	.
COc1cc(NC(=O)COc2ccc(Br)c(C)c2)c(OC)cc1Cl
    3.3%	2%
Cc1nnc(NC(=O)CSc2nnc(Cc3ccccc3)n2Cc2ccccc2)s1
    -0.4%	-4%
CCOc1ccc(C(=O)CSc2nnc(C3CC3)n2C)cc1
    -1.1%	.
COCCOC(=O)C1=C(C)NC(=O)CC1c1cc2c(cc1Br)OCO2 (stereo not drawn)
    1.8%	-6%
O=C(CSc1nc2ccc(Br)cc2c(=O)n1-c1ccccc1)NCc1ccco1
    -0.4%	-1%
CC1(C)Oc2ccc3ccc(=O)oc3c2/C(=C/Nc2ccccc2)C1=O
    7.7%	.
O=C(CCCOc1ccccc1)N1CCCCC1
    0.3%	.
CN(C)S(=O)(=O)c1ccc(C(=O)Nc2nc(-c3cccs3)cs2)cc1
    -0.8%	-6%
CC1=Nn2c(nnc2-c2cc(C)[nH]n2)SC1
    0.9%	6%
O=C(O)CCC(=O)Nc1ccc(S(=O)(=O)N2CCCCCC2)cc1
    2.8%	-4%
COC(=O)CCn1nnc(-c2ccc(C)cc2)n1
    2.9%	3%

Later entries:
Every second line gives: Hsp70 inhibitors	Rat MKP-3 inhibitors
OCCN=c1cc(-c2ccccc2)oc2ccc(Cl)cc12
    -4.9%	.
CCCC(=O)Nc1ccc(NC(=O)c2ccccc2OC)cn1
    -2.2%	-1%
O=C(COc1ncnc2ccccc12)N1CCN(S(=O)(=O)c2ccc(Cl)cc2)CC1
    0.1%	0%
CC(C)SC1=NC(C)(C)C=C(/C=C/c2ccc(Cl)cc2Cl)N1
    -2.5%	.
COc1ccccc1N=C(NOC(C)=O)c1nonc1N
    -0.9%	2%
CC1=CCC2C(=O)N(c3ccc(Br)cc3C)C(=O)C2C1 (stereo not drawn)
    -1.5%	3%
O=S(=O)(c1ccc2ccccc2c1)N(CC(O)CN1CCCCC1)c1ccccc1 (stereo not drawn)
    7.7%	0%
CCOC(=O)CN1C(=O)C(C)(C)Oc2ccc(C(=O)Nc3ccccc3)cc21
    5.4%	-7%
COc1cc(OC)c(-c2nn3c(C4CCCCC4)nnc3s2)cc1OC
    -0.7%	-9%
COCCn1c(SCCCC(=O)c2ccc(Br)cc2)nnc1-c1ccncc1
    -1.7%	.
Cc1ccc(N(C=NC#N)CC(=O)N2CCN(c3ccccc3)CC2)cc1
    -1.7%	-6%
COc1ccc(N2C(=O)C3C(c4ccccc4C)OC4(C(=O)c5ccccc5C4=O)C3C2=O)cc1 (stereo not drawn)
    -4.5%	1%
CCN1CCN(C(=O)CN(c2ccccc2C)S(C)(=O)=O)CC1
    2.5%	-16%
CCOc1ccc(/C=C2/NC(=S)NC2=O)cc1
    1.2%	-1%
CSc1ccc(S(=O)(=O)NCc2ccc(Cl)cc2Cl)cc1
    8.1%	.
Cc1c(OCC(=O)c2ccc(Cl)cc2)ccc2c3c(c(=O)oc12)CCC3
    -3.4%	4%
CCOc1cccc(C(=O)Nc2cc3nn(-c4ccc(C)cc4)nc3cc2C)c1
    7.4%	3%
CCCc1c(O)nc(SCCN(CCC)CCC)n(-c2ccccc2)c1=O
    4.1%	3%
COc1ccc(OC)c(C2CC(=O)c3c([nH]c(C(=O)OC(C)C)c3C)C2)c1 (stereo not drawn)
    1.7%	3%
Cc1ccc(CCN2CC(C(=O)N3CCN(c4ccc(F)cc4)CC3)CC2=O)cc1 (stereo not drawn)
    -8.1%	.

Grouped by structure, the entries above containing a furan ring, fused or not (7)
Every second line gives: Hsp70 inhibitors	Rat MKP-3 inhibitors
O=C(Nc1ccc(S(=O)(=O)NCCc2ccccc2)cc1)c1ccco1
    5.0%	-4%
N/C(Cc1cccc2ccccc12)=N\OC(=O)c1ccco1
    4.3%	-3%
Cc1nc2n(n1)C(c1ccccc1)C1=C(CC(c3ccco3)CC1=O)N2 (stereo not drawn)
    -1.8%	-5%
COc1ccccc1NC(=O)CSc1nnc(-c2ccoc2C)n1CCc1ccccc1
    8.3%	2%
COc1ccc(-c2ccc(C(=S)N3CCN(C(C)=O)CC3)o2)cc1
    1.0%	-5%
COc1ccccc1-c1nnc2sc(-c3cc4ccccc4o3)nn12
    -2.7%	-4%
O=C(CSc1nc2ccc(Br)cc2c(=O)n1-c1ccccc1)NCc1ccco1
    -0.4%	-1%

Next part
Every second line gives: Hsp70 inhibitors	Rat MKP-3 inhibitors
Fc1ccc(Cn2nnnc2C(c2ccc(Cl)cc2)N2CCSCC2)cc1 (stereo not drawn)
    -6.0%	.
CCCOC(=O)C1=C(C)NC2=C(C(=O)C(C(=O)OC)C(C)C2)C1c1ccc(N(CC)CC)cc1 (stereo not drawn)
    -1.7%	-6%
CCn1c(C2CC(=O)N(c3cc(C)cc(C)c3)C2)nc2ccccc21 (stereo not drawn)
    -3.2%	2%
Nc1c(Cl)cc(N2C(=O)C=CC2=O)cc1Cl
    0.9%	2%
Cc1cc(C)c(C#N)c(SCC(=O)c2ccc(Cl)cc2Cl)n1
    -16%	.
N#CC1=C(N)Oc2cc(O)ccc2C1c1cccs1 (stereo not drawn)
    -3.7%	2%
CC(C)CCNC(=O)CSc1nc2ccsc2c(=O)n1NC(=O)c1ccccc1
    1.1%	.
O=C(COC(=O)c1cccs1)Nc1ccccc1
    -2.6%	-7%
O=C(Nc1ncc2c(n1)CC(c1ccccc1)CC2=O)c1ccco1 (stereo not drawn)
    -2.4%	-4%
CN(C)CCNC(=O)CCCNC(=O)Cn1cnc2sc3c(c2c1=O)CCCC3
    -0.5%	.
CCCC(O)(CCC)C(=O)NNc1ccccc1
    0.7%	.
COc1ccc(S(=O)(=O)n2nc(OC(=O)c3c(-c4ccccc4Cl)noc3C)cc2N)cc1
    -8.8%	10%
C=C1c2cc(CC)ccc2NC(=O)N1c1ccc(C)cc1
    1.6%	-8%
COc1ccc(Br)cc1CN1CCN(C2CC3CCC2C3)CC1 (stereo not drawn)
    2.3%	2%
COC(=O)C1=C(C(=O)c2ccc(C)cc2)C(c2ccccc2)n2nnnc2N1 (stereo not drawn)
    -0.4%	.
CCOc1ccc(NC(=S)NC(=O)/C=C/c2ccc(OC)cc2)c([N+](=O)[O-])c1
    5.4%	0%
CC(C)(C)c1ccc(Oc2c(C(F)(F)F)oc3cc(OCC(N)=O)ccc3c2=O)cc1
    0.1%	3%
O=C(/C=C/c1ccc(Br)cc1)NC(=S)NNC(=O)c1ccco1
    7.7%	.
Cc1cc(N=CC2=C(O)CCCC2=O)no1
    1.1%	-20%
COc1ccc2c(c1)c1nnc(SC)nc1n2C
    2.2%	-10%
CN=c1oc2ccc(Cl)cc2cc1C(N)=O
    1.0%	-17%
O=C1/C(=C/c2ccc(O)cc2)SC(=S)N1Cc1ccco1
    -4.5%	1%
COc1ccccc1-c1noc(-c2ccncc2)n1
    3.4%	2%
c1ccc2c(c1)CC1(CCCC1)n1nnnc1-2
    2.0%&-0.2%	-2%&-1%
Cc1cc(C)n(CC(O)CN2c3ccccc3Sc3ccccc32)n1 (stereo not drawn)
    -0.6%	-8%
COc1ccc(Br)cc1/C=C/C(=O)N1CCN(c2ccc([N+](=O)[O-])cc2)CC1
    0.3%	0%
O=C(c1ccco1)N1CCN(c2ccc(S(=O)(=O)N3CCCC3)cc2)CC1
    0.6%	-4%
Cc1ccc(S(=O)(=O)NCC(=O)OCC(=O)Nc2ncc(Cl)cc2Cl)cc1
    0.9%	-6%
O=C(NC1CCCCCC1)c1cc(-c2ccco2)nc2ccccc12
    5.5%	14%
O=C(c1ccccc1)N1CCN(C(=O)N2CCCCC2)CC1
    8.7%	-6%
CC1(C)Cc2cccc(OCC(N)=O)c2O1
    -1.3%	.
CN(CCNS(=O)(=O)c1ccc2c(c1)oc(=O)n2C)Cc1ccccc1
    -3.9%	-2%
Cc1ccc(NC(=O)C2CCN(S(C)(=O)=O)CC2)cc1C
    4.1%	.
CCOC(=O)c1cc2sccc2n1CC(=O)Nc1ccc(OC)c(OC)c1
    -4.8%	-8%
Cc1ccccc1OCCCn1c(=O)sc2ccccc21
    -1.8%	.
Cc1ccc(NC(=O)N(Cc2ccccc2)C(C)C2CC2)cc1 (stereo not drawn)
    1.3%	-6%
Cn1nnnc1SCC(=O)Nc1ccccc1C(=O)NCc1ccccc1
    2.6%	0%
c1nc(NC2CCCC2)c2[nH]cnc2n1
    .	-8%
Nc1nc2ccccc2n1Cc1ccccc1
    3.0%	-1%
CCCn1c(SCC(=O)NCc2ccco2)nc2c1c(=O)n(C)c(=O)n2C
    -1.5%	1%
